Mac1 fbg enh: increases human CD11b/CD18 adhesion to fibrinogen | P05107+P11215 | K562 CD11b/CD18 adhesion to fibrinogen, ATPlite luminescence | activation, % at 10 µM | actives 0.07% (n = 93,000);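 active = 10 µM primary screen giving 50% or more activity, confirmed by 40% or more on retest at that dose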; also: strong numbers were not always called active; reference of the scale not given here
H69AR growth 86K: blocks growth of human H69AR lung tumor cells. actives 6% (n = 85,000). H69AR lung tumor viability, ATP luminescence, 72 h; active compounds read low. viability, % at 10 µM;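 active = viability at or below 40%; inactive = viability above 40%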;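 also: multidrug resistant small cell line overexpressing MRP-1 efflux transporter; 100% = mean luminescence of untreated control wells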
Mac1 fbg inh: inhibitors of human CD11b/CD18 binding to fibrinogen; P05107+P11215; K562 CD11b/CD18 adhesion to fibrinogen, ATPlite luminescence; Mn2+ added to activate the integrin; inhibition, % at 10 µM; actives 0.54% (n = 93,000); AID 1497;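 active = primary inhibition of 50% or more at 10 µM, then 40% or more on retest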; also: some results filed as inactive read as strong as hits
Fibroblast inh: blocks proliferation of human lung fibroblasts; LL 47 human lung fibroblast viability, ATP luminescence; active compounds read low; viability, % at 10 µM; actives 1.1% (n = 85,000); AID 719;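 active = viability at or below 50% in the single dose screen; inactive = viability above 50%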;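 also: compound exposure lasted 72 h before the ATP readout; 100% = median luminescence of untreated cell-only wells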
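Test system: LL 47 human lung fibroblasts / Quantity: 1,150 cells in each well / Medium: IMEM growth medium with 15% fetal bovine serum / Incubation: 72 h compound exposure at 37 °C after overnight plating / Detection: CellTiter-Glo luminescence measuring cellular ATP / Read-out: % viability versus median cells-only luminescence / Benchmarks: cell-only wells, no compound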
ERa SRC1 pot: ER-alpha (human) coactivator binding potentiation; TR-FRET ERalpha-LBD/SRC-Cy5 coactivator binding, 2 h; 100 = basal binding, no effect; actives 1.3% (n = 86,000); coactivator binding (% of control), % at 25.6 µM; in the data active = activity above about 200%;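 also: binding measured in presence of low estradiol as agonist stimulus; 0% = peptide alone without receptor and 100% = receptor with peptide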
HUVEC prolif 384: human endothelial cell proliferation inhibition. HUVEC proliferation, CellTiter-Glo luminescence, 72 h; active compounds read low. viability, % at 10 µM (by protocol). actives 1.1% (n = 86,000). AID 648;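 active = viability at or below 30%; inactive = viability above 30%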;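 also: 100% = median luminescence of DMSO-only cell control wells on each plate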
CYP2C19 act: activators of human cytochrome P450 2C19; P33261; recombinant CYP2C19, luciferin-H EGE luminescence; active compounds read high; 0 = fully inhibited enzyme, 1 = untreated enzyme; activation factor at 5 µM; 96,000 tested, under 10 active; AID 1025;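 active = activation factor of at least 2 at 5 µM in the primary screen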;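 also: 0 = wells with 2.5 mM tranylcypromine and 1 = vehicle-only wells; values of inactives mirror those of a sister screen read the other way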
Target sequence (P33261 whole entry, looked up): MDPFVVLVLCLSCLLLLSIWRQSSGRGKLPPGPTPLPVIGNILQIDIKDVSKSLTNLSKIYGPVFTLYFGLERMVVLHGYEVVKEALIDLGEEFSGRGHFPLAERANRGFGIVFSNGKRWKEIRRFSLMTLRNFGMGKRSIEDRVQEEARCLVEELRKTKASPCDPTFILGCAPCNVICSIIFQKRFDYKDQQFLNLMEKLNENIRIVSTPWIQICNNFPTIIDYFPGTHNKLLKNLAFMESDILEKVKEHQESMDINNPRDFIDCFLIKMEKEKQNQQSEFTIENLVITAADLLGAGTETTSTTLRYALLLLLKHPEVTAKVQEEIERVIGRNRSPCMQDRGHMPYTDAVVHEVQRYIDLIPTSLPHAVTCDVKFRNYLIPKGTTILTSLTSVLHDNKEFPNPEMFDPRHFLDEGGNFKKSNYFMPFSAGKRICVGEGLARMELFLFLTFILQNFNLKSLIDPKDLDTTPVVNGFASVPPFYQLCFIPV
CYP2C19 inhib: human CYP2C19 inhibition | CYP2C19 Supersomes, luciferin-H EGE luminescence, 30 min | AID 778 | inhibition, % at 5 µM | actives 21% (n = 96,000);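 active = CYP2C19 inhibition above a set limit at 5 µM in the primary screen, cut at about 50% in these data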;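 also: plate controls were negative control wells for no effect and 2.5 mM tranylcypromine positive control for full effect; values of inactives mirror those of a sister screen read the other way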
ERa SRC1 inh: blocks coactivator binding to human estrogen receptor alpha; TR-FRET ER-alpha LBD / SRC-1 peptide, estradiol-bound; inhibition, % at 25.6 µM; actives 1.7% (n = 86,000); AID 629; in the data active = inhibition above about 50%;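 also: 0% = receptor plus peptide control and 100% = peptide only without receptor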
* hit, by the source's call; . = not tested or not shown; [ ] = another dose, or the depositor's remark.

SMILES	Mac1 fbg enh	H69AR growth 86K	Mac1 fbg inh	Fibroblast inh	ERa SRC1 pot	HUVEC prolif 384	CYP2C19 act	CYP2C19 inhib	ERa SRC1 inh
Cc1ccc2ncnc(NCCC(=O)O)c2c1	.	112	.	104	182[fluorescence artefact?]	95	.	.	-5
Cc1nc2oc3c(NCc4ccccc4)ncnc3c2c2c1COC(C)(C)C2	-1	72	-6	95	119	98	0.8	19	-4
CCOC(=O)Cc1nnc(Nc2cccc(O)c2)c2ccccc12	-2	95	-28	114	107	96	0.8	22	6
Cn1c(SCC(=O)N2CCOCC2)nc2cccnc21	1	100	-2	104	435*[fluorescence artefact?]	111	1	2	19
Cc1c(Cl)cccc1N1C(=O)CC(N(O)c2ccccc2)C1=O (stereo not drawn)	0	101	-14	93	101	94	0.1	94*	-25
COc1ccc(C(=O)Nc2cccc(N(C)S(C)(=O)=O)c2)cc1OC	-1	89	0	95	97	85	0.7	34	-15
Cc1cc(C)n(-c2nc3ccccc3c(=O)n2OCC(=O)Nc2c(C)cccc2C)n1	0	78	-2	95	115	97	0.9	11	3
COc1ccccc1N1CCN(C(=O)Cn2nnc(-c3cccs3)n2)CC1	-3	59	-7	98	119	94	0.5	46	1
CCCC(c1nnnn1CCc1ccccc1)N1CCC(C(N)=O)CC1 (stereo not drawn)	.	94	.	95	107	85	.	.	-3
CN(C1CCCCC1)S(=O)(=O)c1ccc(S(=O)(=O)N2CCN(C(=O)c3ccccc3F)CC2)cc1	-1	64	-4	92	109	97	0.9	8	9
CCOC(=O)N1CCN(C(=O)CS(=O)(=O)c2cn(Cc3ccc(Cl)cc3)c3ccccc23)CC1	13	84	-5	99	91	84	0.9	11	8
COC(=O)c1sccc1NC(=O)c1ccc2c(c1)OCO2	0	39*	-1	29*	131[fluorescence artefact?]	64	0.9	7	43[fluorescence artefact?]

Printed as active in ERa SRC1 pot, of those listed so far:
SMILES	Mac1 fbg enh	Mac1 fbg inh	ERa SRC1 pot	CYP2C19 act	CYP2C19 inhib	ERa SRC1 inh
Cn1c(SCC(=O)N2CCOCC2)nc2cccnc21	1	-2	435*[fluorescence artefact?]	1	2	19

Among those listed so far, four have a carbonyl joined to an NH by a bond outside any ring.
SMILES	Mac1 fbg enh	H69AR growth 86K	Mac1 fbg inh	Fibroblast inh	ERa SRC1 pot	HUVEC prolif 384	CYP2C19 act	CYP2C19 inhib	ERa SRC1 inh
COc1ccc(C(=O)Nc2cccc(N(C)S(C)(=O)=O)c2)cc1OC	-1	89	0	95	97	85	0.7	34	-15
Cc1cc(C)n(-c2nc3ccccc3c(=O)n2OCC(=O)Nc2c(C)cccc2C)n1	0	78	-2	95	115	97	0.9	11	3
CCCC(c1nnnn1CCc1ccccc1)N1CCC(C(N)=O)CC1 (stereo not drawn)	.	94	.	95	107	85	.	.	-3
COC(=O)c1sccc1NC(=O)c1ccc2c(c1)OCO2	0	39*	-1	29*	131[fluorescence artefact?]	64	0.9	7	43[fluorescence artefact?]

Sorted by value in Mac1 fbg enh (low to high): three of the compounds above.
Compound,Mac1 fbg enh
COc1ccc(C(=O)Nc2cccc(N(C)S(C)(=O)=O)c2)cc1OC,-1
COC(=O)c1sccc1NC(=O)c1ccc2c(c1)OCO2,0
Cn1c(SCC(=O)N2CCOCC2)nc2cccnc21,1

The listing picks up, repeating the 2 entries before the break.
SMILES	Mac1 fbg enh	H69AR growth 86K	Mac1 fbg inh	Fibroblast inh	ERa SRC1 pot	HUVEC prolif 384	CYP2C19 act	CYP2C19 inhib	ERa SRC1 inh
CCOC(=O)N1CCN(C(=O)CS(=O)(=O)c2cn(Cc3ccc(Cl)cc3)c3ccccc23)CC1	13	84	-5	99	91	84	0.9	11	8
COC(=O)c1sccc1NC(=O)c1ccc2c(c1)OCO2	0	39*	-1	29*	131[fluorescence artefact?]	64	0.9	7	43[fluorescence artefact?]
COC(=O)C1=C(C)NC2=C(C(=O)CC(C)(C)C2)C1c1ccccn1 (stereo not drawn)	.	105	.	96	118	99	.	.	-12
CCCCCCn1c(N2CCC(C)CC2)nc2c1c(=O)[nH]c(=O)n2C	0	72	-2	90	77	78	0.8	20	0
Cc1ccc(-c2noc(CCCOc3ccc(Cl)cc3Cl)n2)cc1	-2	98	14	101	112	110	0.8	25	3[fluorescence artefact?]
O=C(C1CCN(S(=O)(=O)c2ccc(Br)s2)CC1)N1CCc2ccccc21	-3	84	16	102	141	98	0.6	43	0
CN(C(N)=S)c1ccccc1	-4	.	-1	.	.	.	1.1	-14	.
Cc1cc(Nc2ccc(F)cc2Cl)n2nc(C)nc2n1	1	98	0	98	130	100	1.2	-19	-3
Cc1cc(C)n(-c2ccc(C(=O)OCC(=O)Nc3ccc(S(=O)(=O)N4CCOCC4)cc3)cc2)n1	-3	77	1	97	102	106	0.1	88*	-4
Cc1ccnc(NC(=O)C2CCCN(S(=O)(=O)c3cnc[nH]3)C2)c1 (stereo not drawn)	-5	101	-10	94	126[fluorescence artefact?]	101	0.6	44	-9
COc1cc(C(=O)NC(=S)Nc2ccc3oc(=O)ccc3c2)cc(OC)c1OC	1	.	4	.	.	.	1	2	.
COc1ccc(-c2nc3c(n2O)CCC/C3=N\O)cc1	-2	74	-32	89	57	91	0.8	20	21
CC(=O)NCC(=O)NC(C(=O)Nc1ccc2c(c1)OCCO2)c1ccc(C)cc1 (stereo not drawn)	0	94	-10	101	117	99	1.1	-8	-7
O=C(CSCc1ccc(Cl)cc1)Nc1ccccc1C(=O)N1CCOCC1	-2	.	-3	.	.	.	0.9	14	.
Cc1nnc(C)n1/N=C/c1ccc(O)cc1	2	98	-9	110	81[fluorescence artefact?]	101	1	-2	-10
Cc1ccc2[nH]c(=O)c(CNC(C)C)cc2c1	0	94	0	100	154[fluorescence artefact?]	95	1.1	-10	1
Cc1nnc(SCC(=O)c2c(N)n(C)c(=O)n(C)c2=O)n1Cc1ccccc1	5	79	-4	94	109	86	1.1	-12	4
OC(CNCc1ccco1)Cn1c2ccccc2c2ccccc21 (stereo not drawn)	-4	56	-1	79	115	85	0.4	65*	-3
O=C1NC(c2cccnc2)C(C(=O)c2cccs2)C(O)(C(F)(F)F)N1 (stereo not drawn)	.	91	.	94	94	106	1.2	-18	5
O=C(c1ccccc1)c1cccn1CC(=O)N1CCCCCC1	-1	97	6	101	101	92	0.7	28	3
CC(C)C(=O)Nc1ccccc1C(=O)N/N=C/c1ccc([N+](=O)[O-])cc1	4	.	-32	.	.	.	0.8	24	.
CC(=O)OCc1nc2ccccc2s1	.	77	.	95	95	94	1	-3	-1
Cc1ccc(OC(=S)Nc2ccccc2)c(C)c1	.	63	.	103	106	89	.	.	-2
CC(NC(=O)COC(=O)c1ccco1)c1ccccc1 (stereo not drawn)	-2	.	7	.	.	.	0.7	26	.
CN(C)S(=O)(=O)N(CC(=O)Nc1ccc(F)c(F)c1)c1ccccc1	-5	103	10	97	69	96	0.7	28	47
CCSc1nc(N)c2c(C)c(C)sc2n1	.	95	.	105	124	103	.	.	-8
COCCCNC(=O)CCN1C(=O)COc2ccccc21	.	97	.	98	135	91	1	0	0
COc1ccc(CN(C(=O)CSc2nnc(-c3ccccc3F)o2)c2ccc(F)cc2)cc1	5	77	30	93	111	92	0.4	62*	7
CC1(C)CC(=O)C2=C(C1)Oc1ncn(CCO)c(=N)c1C2c1ccccc1 (stereo not drawn)	0	91	-2	96	114	87	0.7	28	5
Cc1ccc(-n2nc(C)c3c2OC(N)=C(C#N)C3c2ccccc2F)cc1 (stereo not drawn)	.	99	.	91	101	85	1.1	-7	6[fluorescence artefact?]
CCOC(=O)c1oc2ccc(S(=O)(=O)Nc3ccc4c(c3)n(C)c(=O)n4C)cc2c1C	.	66	.	81	96	92	0.2	79*	14[fluorescence artefact?]
Nc1c(N(C(=O)Nc2ccc(Cl)c(Cl)c2)C2CCCC2)c(=O)[nH]c(=O)n1Cc1ccccc1	-6	.	-4	.	.	.	1.3	-25	.
COC(=O)C1=CNC=C(C(=O)OC)C1c1cccc(OC)c1	0	91	-21	102	99	101	0.1	86*	-17
CCOc1ccc(S(=O)(=O)N2CCc3ccccc3C2)cc1	-2	86	6	102	108	107	0.7	34	-7
CC(=O)Nc1ccc(S(=O)(=O)NCCNC(=O)c2ccccc2F)cc1	.	97	.	94	94	97	1.1	-10	15
Cc1ccc(Cl)cc1N1CCN(S(=O)(=O)c2cnc[nH]2)CC1	1	92	2	105	112	94	0	99*	-13
CCN(C(=O)c1cnc2scc(C)n2c1=O)c1ccccc1C	1	102	-32	92	103	96	1	-1	7[fluorescence artefact?]
CC1CCN(C(c2cccs2)c2nnnn2Cc2ccccc2)CC1 (stereo not drawn)	-7	87	3	98	104	112	0.1	88*	6[fluorescence artefact?]
N#CCCCn1c(-c2ccccc2)noc1=O	-4	99	-2	105	103	102	0.8	22	-11
CCOC(=O)c1[nH]c2ccc(F)cc2c1NC(=O)CN1CCN(C/C=C/c2ccccc2)CC1	-1	3.6*	31	14*	104	2.6*	0.5	52*	-8
COc1ccc([N+](=O)[O-])cc1N(CC(O)Cn1nnc2ccccc21)S(=O)(=O)c1ccc(C)cc1 (stereo not drawn)	-3	76	-15	102	99[fluorescence artefact?]	86	0.6	38	3
Cc1cc(C)n(S(=O)(=O)c2ccc(C(C)(C)C)cc2)n1	0	65	-14	101	94	110	0.2	76*	8[fluorescence artefact?]
COc1ccccc1-c1ccc(NC2CCCCC2)nn1	.	53	.	99	92	88	.	.	-7
Cc1cccc(NC(=O)CN2C(=O)NC(C)(c3ccc4c(c3)OCO4)C2=O)c1 (stereo not drawn)	-2	.	4	.	.	.	0.7	27	.
O=C(c1cccc(N2CCCC2=O)c1)N1CCN(c2ccccc2)CC1	.	101	.	102	117	112	.	.	0
N#Cc1c(-c2ccc3c(c2)OCO3)csc1N	1	89	-4	91	83	85	0.8	20	-6
Cc1ccc(C)c2c1[nH]c1ccc([N+](=O)[O-])cc12	25	93	20	98	80	65	0.2	78*	7[fluorescence artefact?]
CN(C)C(=O)Cn1nc(-c2ccccc2)c2ccccc2c1=O	-7	84	-27	94	115	97	0.8	22	-9

Screening data (PubChem BioAssay)
